Yfh1-depleted yeast: mitochondrial function rescue without frataxin homolog – Friedreich's ataxia, plus single-dose screen, dose response (AID 1465). S. cerevisiae Yfh1-off respiration, WST-1 reduction, 72 h; higher fold induction means a stronger effect. one-dose fold induction at 50 µM; EC50 in µM for titrated hits. actives 0.074% (n = 220,000);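 active = fold induction of absorbance versus untreated yeast above a set limit, then at least 30% activation at any dose in follow-up; inconclusive = repeats straddling the limit, or above it without dose testing; inactive = fold induction below the set limit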;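 note: activators that raise dye reduction in frataxin-depleted yeast; strong numbers were not always called active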
NTR1 agonist: agonists of NTR1, primary screen, imaging, U2OS cells, beta-arrestin-GFP, high content (AID 493036). P30989. NTR1-U2OS beta-arrestin-GFP spot imaging, agonist mode. activation, % at 20 µM. actives 0.17% (n = 330,000);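 active = activation at or above 40% of the spot to cytoplasm intensity ratio, with at least 20 cells analyzed; inconclusive = wells under 20 cells, flagged as cytotoxic or low count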;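 note: 0% = DMSO without peptide and 100% = 100 nM NTR1 peptide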
Target sequence (P30989 whole entry, looked up): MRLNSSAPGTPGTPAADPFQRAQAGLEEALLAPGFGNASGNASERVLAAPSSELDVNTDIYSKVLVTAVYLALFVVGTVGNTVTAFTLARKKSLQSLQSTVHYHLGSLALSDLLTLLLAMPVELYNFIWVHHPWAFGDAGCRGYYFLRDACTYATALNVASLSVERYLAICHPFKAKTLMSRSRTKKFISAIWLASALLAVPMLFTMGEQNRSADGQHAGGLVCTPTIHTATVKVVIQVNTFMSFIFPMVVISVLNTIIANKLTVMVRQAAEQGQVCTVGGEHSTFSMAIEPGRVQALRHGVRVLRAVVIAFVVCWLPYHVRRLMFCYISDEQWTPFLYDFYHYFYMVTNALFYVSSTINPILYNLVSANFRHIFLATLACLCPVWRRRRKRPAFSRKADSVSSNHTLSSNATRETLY
SV40 large T antigen: TAg ATPase/helicase activity blockers – biochemical (AID 1903); inhibition, % at 20 µM; hits with a dose series show IC50 in µM; actives 0.39% (n = 310,000); SV40 large T antigen ATPase/helicase inhibition assay; higher % means a stronger effect; in the data active = a potency from the dose series; inconclusive = inhibition mostly from about 32% at the one dose, without a potency; inactive = the rest, 99 in 100 with inhibition below about 32%; note: strong numbers were not always called active
GPR55 activation: selective activators of receptor GPR55 – imaging, U2OS cells, beta-arrestin-GFP redistribution, primary screen (AID 1961) | U2OS GPR55 beta-arrestin-GFP redistribution imaging; higher % means a stronger effect | activation, % at 10 µM; hits with a dose series show EC50 in µM | actives 0.048% (n = 290,000);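 active = activation above 40% with more than 50 cells counted in the well; inconclusive = wells holding fewer than 50 cells, flagged as toxic or sparse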;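 note: U2OS osteosarcoma cells stably expressing GPR55 and beta-arrestin-GFP; plate controls were DMSO negative control for no effect and LPI positive control for full effect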
MgcRacGAP inhibition: MgcRacGAP GTPase-activating activity inhibitors, confirmation, biochemical, ADP Hunter fluorescence; MgcRacGAP-stimulated Rac1 GTP hydrolysis, ADP Hunter fluorescence; higher % means a stronger effect; GST-tagged Rac1 F28L mutant substrate; one-dose inhibition, % at 30 µM; IC50 in µM for titrated hits; actives 0.6% (n = 340,000); AID 624330;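 active = first-screen hits whose inhibition reached a set limit at any dose in the follow-up dose series; inconclusive = inhibition above the set first-screen limit but never retested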;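 note: fluorescence reports GDP produced by GAP-driven GTP hydrolysis; strong numbers were not always called active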
GPR55 antagonists: GPR55 antagonists blocking LPI-driven arrestin recruitment, primary screen, imaging, U2OS, beta-arrestin-GFP, LPI agonist (AID 2013) | U2OS GPR55 beta-arrestin-GFP translocation imaging, LPI antagonism; higher % means a stronger effect | actives 0.13% (n = 290,000) | inhibition, % at 10 µM, or IC50 in µM where a hit was titrated;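 active = spots per cell inhibited over 60%, with over 100 cells counted and total cytoplasm intensity under 500,000; inconclusive = wells with under 100 cells, flagged as likely toxic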;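 note: U2OS cells stably carrying GPR55 and arrestin-GFP stimulated by 5 µM LPI near EC80; imaged beta-arrestin-GFP aggregate spots per cell after agonist stimulation; plate controls were LPI-stimulated DMSO wells for no effect and DMSO wells without LPI for full effect; some results filed as inactive read as strong as hits; confirmed hits need IC50 under 10 µM and bright autofluorescent wells are also inconclusive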
AID2073: disruptors of CaV2.2 binding to Mint1 – biochemical, HTRF (AID 2073) | HTRF protein-protein interaction, Mint1-CaV2.2; higher % means a stronger effect | one-dose inhibition, % at 20 µM; IC50 in µM for titrated hits | actives 0.19% (n = 290,000); in the data active = inhibition mostly above about 51%, no sharp cut-off; inconclusive = no clear call, values can overlap the other calls; inactive = mostly below about 53%; note: some results filed as inactive read as strong as hits
Dengue-2 NS5 capping: Dengue-2 NS5 methyltransferase inhibitors, primary screen, biochemical, confirmation dose response (AID 588689) | Dengue-2 NS5 methyltransferase capping enzyme assay, biochemical; higher % means a stronger effect | one-dose inhibition, % at 25 µM; IC50 in µM for titrated hits | actives 0.3% (n = 340,000); in the data active = a potency from the dose series; inconclusive = inhibition above about 29% without an active follow-up result
GPR35 arrestin U2OS: inhibition of zaprinast-stimulated GPR35 beta-arrestin translocation – imaging, U2OS, beta-arrestin-GFP, zaprinast agonist, primary screen (AID 2058); actives 0.052% (n = 290,000); U2OS GPR35 beta-arrestin-GFP translocation imaging, zaprinast antagonism; higher % means a stronger effect; inhibition, % at 10 µM; hits with a dose series show IC50 in µM;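 active = inhibition of at least 50% with at least 30 cells and total cytoplasm GFP at most 10,000,000; inconclusive = under 30 cells or total GFP of 10,000,000 plus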
NTR1 agonist cell count 20 µM: second read-out of NTR1 agonist, no call of its own (marks repeat the call); cell count; measured here: cell count, cytotoxicity flag
Dengue-2 NS5 capping pilot replicate: also measured in Dengue-2 NS5 capping; calls as there; inhibition, %; measured here: pilot screen replicate inhibition
An asterisk follows results filed as active; i = inactive; ? = inconclusive; . = not tested or not shown.

SMILES	Yfh1-depleted yeast	NTR1 agonist	NTR1 agonist cell count 20 µM	SV40 large T antigen	GPR55 activation	MgcRacGAP inhibition	GPR55 antagonists	AID2073	Dengue-2 NS5 capping	GPR35 arrestin U2OS	others
COc1cccc2cc3c(=O)n(-c4ccccc4)nc-3oc12	i	3.5	62	11%	0.6%	6%	-4%	-4%	-3%	-4%
COc1cc(/C=N\Nc2nc3ccccc3[nH]2)cc(OC)c1OC	i	0.3	93	22%	0.6%	29%	7%	-8%	-3%	1%
CC(C)Nc1nc(Cl)nc(NC2CCCCC2)n1	.	1.7	77	7%	-0.4%	-11%	-6%	5%	-9%	-9%
CCOC(=O)c1c(C)nsc1NCc1ccccc1	.	-0.4	55	23%	.	11%	.	.	-2%	.
Cc1c(-c2ccccc2)sc(Br)c1C(=O)N1CCOCC1	i	-2.3	48	30%	0.3%	3%	11%	-2%	7%	-9%
CCOC(=O)C1=NOC2C(=O)N(c3ccc(Cl)cc3Cl)C(=O)C12 (stereo not drawn)	i	-0.8	44	9%	0.1%	1%	-5%	-1%	.	-4%
O=C1CC(N2CCN(C3CC(=O)N(CCc4ccccc4)C3=O)CC2)C(=O)N1CCc1ccccc1 (stereo not drawn)	i	1.1	38	8%	-0.4%	4%	4%	?	-4%	2%
COc1ccc(-c2nc(C)c(C(C)=O)n2O)cc1[N+](=O)[O-]	i	-0.4	60	13%	-0.5%	13%	2%	4%	3%	-3%
CCOC(=O)Cc1nnc(NC(=O)c2ccccc2OC)s1	i	1.2	65	1%	-0.3%	8%	5%	-2%	-4%	14%
CCOC(=O)CCc1c(C)n(CC)c2ncnn2c1=O	i	-0.9	60	-2%	-0.1%	0%	-3%	8%	-6%	6%
O=C(COC(=O)C1CCC(N2C(=O)C3C4CCC(C4)C3C2=O)CC1)c1ccc(F)cc1 (stereo not drawn)	.	-0.5	51	0%	0.0%	10%	18%	?	10%	-3%
O=C(Nc1nccs1)c1cc(Cl)ccc1[N+](=O)[O-]	i	0.9	57	14%	-0.2%	6%	0%	12%	-4%	-5%
CN(CCCN1CCOCC1)C(=O)c1cc(COc2cccc(C(F)(F)F)c2)on1	.	-0.2	66	5%	-0.1%	7%	-4%	-1%	-4%	-14%
CCc1ccccc1N(CC(=O)NC(C)c1ccccc1)S(C)(=O)=O (stereo not drawn)	.	1.1	56	10%	-0.2%	4%	-14%	18%	-3%	-12%	Dengue-2 NS5 capping pilot replicate=5.5
COc1ccccc1NCC(=O)N/N=C/c1cccnc1	i	-0.5	74	15%	-0.1%	5%	7%	3%	-4%	-1%
O=C(O)c1ccnc(Cl)c1	i	-1.9	57	5%	0.0%	3%	1%	-2%	-5%	22%
O=[N+]([O-])c1ccccc1NC1CCN(Cc2ccccc2)CC1	i	1.7	56	7%	-0.2%	7%	4%	7%	-5%	7%
COc1ccc(NC(=O)CCCn2c(=O)c3sccc3n(Cc3cccc(C)c3)c2=O)cc1	i	4.3	48	2%	0.4%	4%	9%	4%	-6%	0%
CCOC(=O)c1c(NC(=O)Cn2nc(C(F)F)cc2C(F)F)sc(C)c1C	i	-0.8	73	14%	-0.1%	-1%	-5%	-15%	-7%	8%
COCCn1c(=NC(=O)c2nc3ccccc3s2)sc2cc(S(C)(=O)=O)ccc21	i	12	46	12%	-0.1%	1%	3%	16%	1%	16%
O=C(OCC(=O)N1CCN(c2ccccc2)CC1)c1cc(Cl)ccc1[N+](=O)[O-]	.	-0.3	57	18%	0.0%	7%	2%	2%	-3%	4%
CC1CCN(c2ccc3nnc(CCC(=O)NCC(C)c4ccccc4)n3n2)CC1 (stereo not drawn)	.	-0.6	58	10%	-0.1%	-7%	14%	9%	-1%	-18%
N#CC1=C(SCC(=O)Nc2cccc3cccnc23)NC(=O)C(C#N)C12CCCCC2 (stereo not drawn)	i	4.5	78	8%	0.3%	6%	13%	10%	4%	0%
Cc1ccccc1C(=O)NC(=S)Nc1ccccc1C(F)(F)F	i	0.5	43	11%	0.3%	13%	21%	-22%	-8%	2%
Cc1cccc(-n2ncc3c(N(CCO)CCO)ncnc32)c1	i	3.7	82	11%	-0.5%	2%	10%	13%	-1%	-8%

3 entries drawn at random from the list so far:
SMILES	Yfh1-depleted yeast	NTR1 agonist	NTR1 agonist cell count 20 µM	SV40 large T antigen	GPR55 activation	MgcRacGAP inhibition	GPR55 antagonists	AID2073	Dengue-2 NS5 capping	GPR35 arrestin U2OS	others
CCOC(=O)Cc1nnc(NC(=O)c2ccccc2OC)s1	i	1.2	65	1%	-0.3%	8%	5%	-2%	-4%	14%
CCOC(=O)CCc1c(C)n(CC)c2ncnn2c1=O	i	-0.9	60	-2%	-0.1%	0%	-3%	8%	-6%	6%
CCOC(=O)c1c(C)nsc1NCc1ccccc1	.	-0.4	55	23%	.	11%	.	.	-2%	.

The listing picks up, repeating the four entries before the break.
SMILES	Yfh1-depleted yeast	NTR1 agonist	NTR1 agonist cell count 20 µM	SV40 large T antigen	GPR55 activation	MgcRacGAP inhibition	GPR55 antagonists	AID2073	Dengue-2 NS5 capping	GPR35 arrestin U2OS	others
CC1CCN(c2ccc3nnc(CCC(=O)NCC(C)c4ccccc4)n3n2)CC1 (stereo not drawn)	.	-0.6	58	10%	-0.1%	-7%	14%	9%	-1%	-18%
N#CC1=C(SCC(=O)Nc2cccc3cccnc23)NC(=O)C(C#N)C12CCCCC2 (stereo not drawn)	i	4.5	78	8%	0.3%	6%	13%	10%	4%	0%
Cc1ccccc1C(=O)NC(=S)Nc1ccccc1C(F)(F)F	i	0.5	43	11%	0.3%	13%	21%	-22%	-8%	2%
Cc1cccc(-n2ncc3c(N(CCO)CCO)ncnc32)c1	i	3.7	82	11%	-0.5%	2%	10%	13%	-1%	-8%
O=C(c1cc(-c2cccc(Cl)c2)on1)N1CCc2ccccc2C1	.	4.0	60	7%	-0.2%	-4%	6%	2%	-8%	9%
COc1ccc(C(C(=O)NC(C)(C)C)N(C(=O)CCC(=O)Nc2cc(C)on2)c2cc(C)cc(C)c2)cc1 (stereo not drawn)	.	0.3	52	8%	-0.3%	6%	-8%	1%	-1%	-6%
CC(c1ccco1)N(C(=O)CSc1ccc(Br)cc1)c1ccccn1 (stereo not drawn)	i	3.1	80	7%	0.7%	9%	-22%	-9%	-2%	8%
Cc1ccc2c(c1)nnn2C1CCN(S(=O)(=O)c2ccc(C(=O)O)cc2)CC1	i	-1.1	46	5%	0.0%	7%	-2%	0%	1%	6%
Cc1ccc(-c2nnn(CC(=O)N3CCCCC3)n2)cc1	.	-1.1	48	11%	1.3%	3%	8%	6%	.	-8%
O=C(Nc1ccccc1C(=O)O)c1cc(S(=O)(=O)Nc2cccc(F)c2)ccc1Cl	.	0.2	66	29%	-0.1%	8%	-6%	0%	2%	-5%
COc1ccc(COCC(O)CN2CC(C)OC(C)C2)cc1OC (stereo not drawn)	i	1.0	62	10%	0.0%	-8%	6%	2%	-1%	1%
Oc1cc2ccccc2cc1-c1n[nH]c(=S)n1Cc1ccco1	i	2.0	39	9%	-0.1%	9%	4%	24%	-6%	-6%
O=C(O)Cc1ccc(NC(=O)c2ccc3c(c2)C(=O)N(CC2CCCO2)C3=O)cc1 (stereo not drawn)	.	0.3	48	4%	0.0%	2%	15%	9%	-1%	-3%
Cc1cccn2c(NCc3ccc4c(c3)OCO4)c(-c3ccc(O)cc3)nc12	i	3.2	58	19%	0.2%	69µM*	-1%	11%	-3%	-14%
CCc1ccc2[nH]c(=O)c(CN(CCN(C)C)C(=S)NCc3ccco3)cc2c1	i	0.9	28	22%	-0.2%	5%	13%	-3%	-3%	2%
CC(C)(C)n1nc2c(c1NC(=O)c1ccc(S(=O)(=O)N3CCCC3)cc1)CSC2	i	1.5	56	9%	-0.2%	-7%	5%	3%	0%	1%
Cn1c(CNC(=O)CNC(=O)c2ccc(F)cc2)cc(=O)n(C)c1=O	.	0.3	48	.	-0.1%	1%	6%	?	-1%	0%
CCOc1ccc(N2CC(C(=O)NC3=NCCS3)CC2=O)cc1 (stereo not drawn)	i	-0.6	41	.	0.2%	4%	-3%	20%	-6%	14%
C=C(C)c1cccc(C(C)(C)NC(=O)NC2CCCC2)c1	i	1.2	50	6%	-0.4%	4%	-1%	2%	-5%	1%
Cc1ccc(N(CC(O)CON=C2c3ccccc3-c3ccccc32)S(C)(=O)=O)cc1 (stereo not drawn)	i	14	53	2%	-0.2%	14%	2%	9%	0%	-3%
COCCn1c(=N)c(S(=O)(=O)c2ccc(F)cc2)cc2c(=O)n3cccc(C)c3nc21	.	3.0	42	8%	0.0%	15%	9%	?	-8%	3%
CC(C)C(=O)N1CCC2(CC1)Oc1ccc(Cl)cc1C(=O)C21CC(c2ccc(Cl)cc2)=NO1 (stereo not drawn)	i	0.3	88	5%	1.0%	10%	-2%	8%	-1%	-2%
Brc1cc2c(cc1Br)OCCOCCOCCO2	i	3.4	40	2%	?	3%	2%	?	5%	-12%
O=C(O)CCCCn1c(SCC(=O)Nc2ccccc2C(F)(F)F)nc2ccsc2c1=O	i	1.9	78	4%	0.2%	5%	2%	2%	-1%	-4%
Cc1cccc(C)c1NC(=S)NC(C)(C)CO	i	-0.6	47	5%	0.3%	8%	-4%	-58%	0%	2%
CC(C)(C)c1cc[n+](CC(=O)Nc2cc(C(F)(F)F)ccc2N2CCOCC2)cc1	i	-1.3	25	4%	-0.1%	3%	6%	-5%	-16%	1%

Structures listed so far that contain a furan ring, fused or not, in the order listed:
SMILES	Yfh1-depleted yeast	NTR1 agonist	NTR1 agonist cell count 20 µM	SV40 large T antigen	GPR55 activation	MgcRacGAP inhibition	GPR55 antagonists	AID2073	Dengue-2 NS5 capping	GPR35 arrestin U2OS	others
CC(c1ccco1)N(C(=O)CSc1ccc(Br)cc1)c1ccccn1 (stereo not drawn)	i	3.1	80	7%	0.7%	9%	-22%	-9%	-2%	8%
Oc1cc2ccccc2cc1-c1n[nH]c(=S)n1Cc1ccco1	i	2.0	39	9%	-0.1%	9%	4%	24%	-6%	-6%
CCc1ccc2[nH]c(=O)c(CN(CCN(C)C)C(=S)NCc3ccco3)cc2c1	i	0.9	28	22%	-0.2%	5%	13%	-3%	-3%	2%

Screening data (PubChem)
